Source: PubChem
ATXN2 expr inh: ATXN2 expression inhibition | actives 0.72% (n = 360,000) | Potency, µM (top dose mostly 57 µM), inactives show at the top dose activity change, negative = inhibition, hits mostly inhibitors | AID 1745845 | HEK-293 ATXN2-luciferase reporter, luminescence, 24 h; also: potency is read from the fitted curve at half-maximal effect; % is scaled to controls: 0 for no effect and ±100 for the full control effect; nearly all actives have a fitted effect of over 55% in size
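ATXN2-luciferase reporter cells (luciferase flanked by upstream and downstream ATXN2 gene portions) were treated 24 h at 37 °C with compounds at up to 57 uM. SteadyGlo luminescence gave expression; GF-AFC fluorescence gave viability.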
TGFb inhibitor: inhibitors of TGF-b signaling. HepG2 CAGA-GFP TGF-b/SMAD3 reporter, GFP fluorescence, 18 h; TGF-beta stimulated, 500 pg/mL final. Potency, µM (titrated, usually from 46.1 µM), for inactives: top-dose activity, negative = inhibition, usual class: inhibitors. actives 1.2% (n = 410,000). AID 588855; also: potency is read from the fitted curve at half-maximal effect; % is scaled to controls: 0 for no effect and ±100 for the full control effect; nearly all actives have a fitted effect of over 65% in size
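First, reporter cells (HEPG2 CAGA-GFP) rested 2 h at 37 degrees C. Next, compounds were pinned in and TGF-beta added to 500 pg/mL final. After 18 h, GFP was imaged per cell and summed per well.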
MCF10A rerep: DNA re-replication induction in MCF 10a cells | MCF 10A DNA re-replication, Hoechst nuclear intensity, 48 h | Potency, µM (top dose mostly 46.1 µM), without a hit: at the highest dose activity, positive = re-replication, usual class: activators | actives 2.9% (n = 350,000); also: potency is read from the fitted curve at half-maximal effect; % of control where 0% means no effect; nearly all actives have a fitted effect of over 50% in size
ATXN viability: reduces viability in counter-screen for ATXN expression inhibitors | S2 cells (HEK-293 line with an ATXN2-luciferase reporter) viability, CellTiter-Fluor protease fluorescence, 24 h | Potency, µM (highest dose often 56.7 µM), usual class: cytotoxic | actives 0.49% (n = 400,000) | AID 651635; also: potency is read from the fitted curve at half-maximal effect; nearly all actives have a fitted effect of over 40% in size
IL1B secr inh: blocks inflammasome-driven IL-1 beta release. THP-1 LPS/ATP IL-1B secretion, AlphaLISA, 16 h; hits give low values. activity change, % at 57.5 µM. actives 4.7% (n = 360,000). AID 743279; in the data active = activity change below about -50%; inconclusive = mostly about -30% to -49%; also: % is scaled to controls: 0 for no effect and ±100 for the full control effect
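Secreted IL-1B measured by AlphaLISA bead assay after 16 h compound exposure of THP-1 cells; compounds (final up to 57.5 uM) added 1 h before LPS (250 ng/mL) and ATP (1.25 mM) stimulation; lower signal means less secretion.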
HepG2 tox: kills HepG2 cells in TGF-b inhibitor counter-screen; Potency, µM (series often up to 46.1 µM), without a hit: top-dose activity change, negative = cytotoxicity, actives largely listed as cytotoxic; AID 588856; actives 0.76% (n = 410,000); HepG2 CAGA-GFP viability, ATP luminescence, 18 h; also: potency is read from the fitted curve at half-maximal effect; some results filed as inactive show a strong effect at the top dose
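HepG2 CAGA-GFP cells (1000/well, DMEM with 1% FBS) received compound, then TGF-beta at 500 pg/mL final, and were incubated 18 hours at 37 degrees C. Viability was read by CellTiter-Glo luminescence. Media-only wells were set as complete cell-killing and DMSO as no toxicity.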
Nrf2 block: inhibitors of Nrf2 signaling | A549 ARE-Fluc reporter, luciferase luminescence, 18-24 h | Potency, µM (doses to about 46 µM), for inactives: top-dose activity change, negative = inhibition, usual class: inhibitors | actives 2.1% (n = 360,000); also: potency is read from the fitted curve at half-maximal effect; % is scaled to controls: 0 for no effect and ±100 for the full control effect; nearly all actives have a fitted effect of over 60% in size
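A549 ARE_Fluc cells, 5000/well, 5% FBS OPTI-MEM; compounds in dose-response, 18-24 h at 37 °C/5% CO2; CellTiter-Fluor viability read (Ex 405/Em 525), then BugLite luciferase luminescence = Nrf2 activity.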
A549 tox: counter-screen for Nrf2 inhibitors: cytotoxicity in A549 cells; A549 ARE-Fluc cells, CellTiter-Fluor viability, 18-24 h; Potency, µM (top dose mostly 46 µM), without a hit: at the highest dose activity change, negative = cytotoxicity, hits mostly inhibitors; actives 0.16% (n = 390,000); AID 504648; also: potency is read from the fitted curve at half-maximal effect; % is scaled to controls: 0 for no effect and ±100 for the full control effect
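Cytotoxicity counterscreen: CellTiter-Fluor fluorescence was measured in A549 ARE_Fluc cells after 18-24 h of compound exposure in a concentration series. The subsequent BugLite luminescent read reports ARE-luciferase activity.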
Nrf2 ARE act: activates Nrf2 signaling; actives 0.31% (n = 410,000); Potency, µM (highest dose often 46.1 µM), without a hit: at the top dose activation, actives largely listed as activators; AREc32 ARE-luciferase reporter (MCF7-derived line), luminescence, 24 h; AID 624171; also: potency is read from the fitted curve at half-maximal effect; % of control where 0% means no effect; nearly all actives have a fitted effect of over 65% in size
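AREc32 cells carrying an ARE-driven firefly luciferase, 1000 cells/well in OPTI-MEM with 5% FBS, dosed after overnight attachment and incubated 24 hr at 37 deg C. Steady-Glo luminescence read after 30 min at RT.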
An asterisk follows results filed as active; i = inactive; ? = inconclusive; / = no result given; [ ] = remark or other dose. Unless noted, calls follow the shape of the dose curve; as a rule, active = well fitted curve in the direction sought with a large enough effect; inconclusive = small, poorly fitted or top-dose-only effect, or another doubt; inactive = no such curve, though single readings can be large; an effect the other way counts as inactive or inconclusive. The order is random; about 8.8% have a hit in one of these screens.

entry	SMILES	ATXN2 expr inh	A549 tox	MCF10A rerep	TGFb inhibitor	IL1B secr inh	Nrf2 ARE act	HepG2 tox	ATXN viability	Nrf2 block
1	CC(C)(C)NC(=O)NC(=O)COC(=O)Cc1ccc(Cl)cc1Cl	-25.1%	6.8%	-4.0%	4.7%	-8.2	-0.1%	-29.9%	i	-10.5%
2	COc1ccc([N+](=O)[O-])cc1N(CC(O)CN(C)C)S(=O)(=O)c1ccccc1 (stereo not given)	2.7%	-1.3%	9.3%	-4.5%	19.1	-0.7%	-3.9%	i	11.0%
3	CCC(=O)Nc1nnc(/C=C/c2ccccc2)s1	23.5%	5.5%	-0.6%	-11.3%	-8.6	0.5%	-8.4%	i	?
4	Cc1cc2nc(-c3ccc(F)cc3)c(CC(C)(C)C)n2c(C)c1Br	-22.0%	/	/	10µM*	42.4	9.1%	-32.7%	?	/
5	CC(Cc1cccs1)NC(=O)Nc1ccc(Cl)c(Cl)c1 (stereo not given)	14.3%	-22.2%	17.0%	?	-4.4	-0.3%	-43.1%	i	-11.3%
6	Cn1cnc(S(=O)(=O)Nc2ccccc2C(=O)NCC2CC2)c1	-20.5%	7.5%	-10.5%	2.2%	-4.0	-0.4%	7.2%	i	6.2%
7	Cc1ccccc1CNC(=O)CN1C(=O)c2ccccc2S1(=O)=O	-9.8%	-2.5%	0.7%	-8.6%	-2.4	0.3%	-1.3%	i	0.3%
8	Cc1ccc(S(=O)(=O)Nc2cc(NC(=O)CN3CCOCC3)ccc2Cl)cc1	1.3%	3.6%	13.2%	3.4%	16.3	-0.6%	-5.9%	i	?
9	COc1ccc(CCNC(=O)C2CCN(c3nc4ccccc4nc3C(F)(F)F)CC2)c(OC)c1	-4.5%	5.2%	/	?	/	0.3%	-15.8%	i	18.5%
10	Cc1ccc(CNC(=O)C2CCN(S(=O)(=O)c3ccc(F)cc3)CC2)cc1	8.6%	-4.0%	/	?	/	0.2%	-70.0%	i	0.5%
11	Cc1ccc(C)c2c1cc(C)c1nnc(SCc3ccccn3)n12	/	-4.4%	0.2%	-7.9%	0.0	-2.2%	3.1%	/	5.8%
12	CCN(CC)c1ccc(-c2nnc(SCC(=O)Nc3ccccc3C#N)n2-c2ccccc2)cc1	-7.5%	?	26.8%	-9.4%	-3.9	5.8%	-10.6%	i	?
13	Cc1cc(NC(=O)NC(=O)c2ccc(F)cc2F)n[nH]1	?	2.1%	-0.8%	?	-5.9	-3.0%	-7.0%	i	?
14	COc1cccc(-n2c(CN3CCN(c4ccccn4)CC3)nc3ccc([N+](=O)[O-])cc3c2=O)c1	/	0.5%	0.4%	-8.2%	6.6	1.1%	-1.7%	i	-1.9%
15	Cc1ccc(-c2n[nH]c(S(C)(=O)=O)c2C#N)cc1	2.1%	0.8%	-7.3%	32.2%[activator]	18.1	1.8%	5.6%	i	-16.6%
16	Cc1ccc(C)c(N2CCN(C(=O)c3ccc(CS(=O)Cc4cccc(Cl)c4)o3)CC2)c1 (stereo not given)	-18.6%	-8.0%	?	?	-74.7*	0.0%	-9.1%	i	18.4µM*
17	CCOC(=O)c1cccc(NC(=O)CN2C(=O)C3CC=CCC3C2=O)c1 (stereo not given)	3.5%	0.6%	1.5%	-5.7%	14.4	0.6%	-32.4%	i	6.2%
18	CC1(c2ccc(O)cc2)NC(=O)N(c2ccccc2)N1 (stereo not given)	/	3.8%	28.4%	-23.9%	0.0	2.0%	6.9%	i	0.6%
19	CCOc1cc(C=NN2CCCCCC2)ccc1O	7.2%	-0.9%	3.4%	36.2%	-16.5	3.0%	-23.4%	i	?
20	O=C(O)c1cccnc1Sc1ccccc1Cl	8.1%	-1.8%	-22.0%	-11.8%	32.6	-0.5%	-5.1%	i	6.8%
21	Clc1ccccc1/C=C/c1ccnc2ccccc12	/	2.6%	-4.6%	?	-9.7	?	-20.6%	i	?
22	O=C(NC(=O)c1ccc(F)cc1)Nc1nc(-c2cccs2)cc(C(F)(F)F)n1	-8.1%	-0.4%	-4.2%	2.9%	-9.9	-0.4%	-10.7%	i	?
23	COc1cc(SC)ccc1C(=O)NC(C)C	-22.2%	-0.4%	-2.0%	0.0%	0.0	0.3%	-14.4%	i	5.6%
24	COc1ccccc1NS(=O)(=O)c1cccc(C(=O)N/N=C/c2ccc(C)o2)c1	/	2.9%	0.4%	-3.4%	-10.9	-0.7%	-3.0%	i	-14.6%
25	Cc1c(Cl)ccc(S(=O)(=O)N2CCN=C2c2ccccc2)c1Cl	2.9%	0.5%	4.3%	-35.8%	4.9	-0.8%	-9.1%	i	-7.7%
26	COc1ccccc1NC(=O)N1CCc2[nH]c3ccc(F)cc3c2C1	-13.0%	-6.1%	-3.8%	-3.6%	?	4.0%	4.9%	i	?
27	Cn1cc(Cc2ccccc2)c(=O)c(Cc2ccccc2)c1	4.3%	-1.5%	-4.4%	-29.5%	-6.9	-0.6%	8.1%	i	0.8%
28	OCCNc1nc(-c2ccccc2)c2ccccc2n1	8.3%	-1.9%	?	4.5%	19.6	2.6%	3.6%	i	1.6%
29	COc1ccc(-c2nc(-c3ccccc3)c(-c3cc([N+](=O)[O-])ccc3C)[nH]2)cc1OC	-4.4%	-15.6%	5.0%	33.4%[activator]	-6.1	6.1%	13.9%	i	?
30	O=C(CN1CCN(S(=O)(=O)c2ccccc2)CC1)Nc1ccnn1C1CCCC1	/	-2.3%	-2.6%	-1.3%	-5.6	0.5%	-29.9%	i	-23.2%
31	COc1ccc(N2CCOCC2)c(NC(=O)c2cccs2)c1	-10.2%	4.8%	-0.1%	-0.2%	-20.0	-0.1%	-0.3%	i	5.1%
32	COc1cccc(OCC(=O)Nc2nnc3n2CCS3)c1	8.2%	1.5%	/	20.3%	/	-1.0%	-1.2%	i	/
33	Cc1cc(C)c(C#N)c(N2CCN(CCOc3ccc(Cl)cc3)CC2)n1	?	-1.8%	?	?	-23.5	2.6%	-26.7%	i	?
34	CC(=O)O[C@H]1CC[C@@]2(C)[C@@H](CC[C@@H]3[C@@H]2CC[C@]2(C)[C@@H](C(C)(C)O)C[C@@H]32)C1	-14.2%	6.6%	-3.5%	2.9%	57.2	0.5%	4.9%	i	-3.5%
35	C=C1CCC[C@]2(C)C[C@H]3OC(=O)C(CNCCN(C)C)[C@H]3CC12 (stereo not given in full)	-4.8%	5.6%	12.8%	-1.7%	0.0	?	-4.4%	i	22.3%
36	O=C(CCn1cnc2ccccc2c1=O)Nc1ccc2c(c1)OCCO2	24.8%	7.7%	-0.9%	0.9%	6.3	0.0%	0.4%	i	?
37	Cc1cccc(-n2nnnc2SCC(=O)NC2CCCC2)c1	6.2%	9.2%	-20.9%	-3.6%	-1.4	0.8%	1.8%	i	1.1%
38	CCCCN(C(=O)c1cccc(S(=O)(=O)N(C)c2ccc(C)cc2)c1)c1c(N)n(CCCC)c(=O)[nH]c1=O	-1.2%	-8.6%	2.3%	0.0%	-2.9	-0.6%	-1.9%	i	24.4%
39	CCn1c(C)nc2cc(C(=O)OCCC(F)(F)F)ccc21	30.3%[activator]	-4.6%	1.9%	0.0%	-19.4	2.2%	-2.9%	i	17.5%
40	COc1ccc(C2C(=O)N(C3CCCCCC3)CC(=O)N2CCc2ccc(OC)c(OC)c2)cc1 (stereo not given)	/	1.8%	/	0.7%	/	7.5%	-5.9%	/	/
41	O=C(C1CCCO1)N1CCN(C(=S)Nc2ccc(Cl)c(Cl)c2)CC1 (stereo not given)	-19.9%	6.8%	11.4%	-4.9%	-7.8	5.6%	2.8%	i	?
42	COc1ccc(CCN(C)C(=O)CN2C(=O)NC3(CCCCC3C)C2=O)cc1OC (stereo not given)	-2.1%	-9.4%	3.8%	-6.1%	-4.8	-0.1%	-1.7%	i	-4.5%
43	Cc1ccc(S(=O)(=O)NNC(=O)CCC(=O)Nc2ccc(C)cc2C)cc1	2.1%	1.7%	-3.2%	?	0.0	0.3%[9.22 µM]	6.5%	i	?
44	Cc1cc(C)c(NC(=O)c2cc(CN3CCOCC3)on2)c(C)c1	2.0%	-0.7%	/	9.6%	/	-1.0%	-7.6%	i	-6.7%
45	O=C1Nc2ccccc2Oc2cc([N+](=O)[O-])cc(Oc3ccccc3)c21	20.3%	-0.2%	?	?	8.0	8.1%	-52.9%	i	?
46	CCCCC(=O)N/N=C(\C)CC(=O)Nc1ccccc1Br	0.3%	5.7%	0.4%	9.8%	0.7	0.2%[9.22 µM]	-5.0%	i	16.3%
47	Cn1nccc1C(=O)Nc1ccc(S(=O)(=O)N2CCCC2)cc1	1.7%	-1.9%	26.6%	-8.3%	13.2	-0.2%	-12.7%	i	-6.5%
48	Cc1ccc(NC(=O)CSc2nc3ccccc3c(=O)n2CCCC(=O)N2CCCC2)cc1	/	-9.0%	5.7%	?	-7.1	-0.2%	-3.4%	/	-28.6%
49	Cc1c(C(=O)N/N=C/c2ccc(Cl)cc2)[nH]c2ccc(Cl)cc12	/	-14.2%	?	2µM*	55.6	-0.6%	10µM*	?	?
